PMI activator = activators of human PMI, primary screen, biochemical, fluorescence intensity, near-Km mannose 6-phosphate; AID 1214, 2008; 0.005% of 190,000 active; purified human PMI, coupled resazurin fluorescence, 20 min; stronger effect = higher value; 1 = vehicle control, 0 substrate-free wells; activation factor at 20 µM; Mannose-6-phosphate isomerase (Homo sapiens), P34949;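 active = activation factor of 2 or more at 20 µM, relative to plate controls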
Target sequence (P34949 whole entry, looked up): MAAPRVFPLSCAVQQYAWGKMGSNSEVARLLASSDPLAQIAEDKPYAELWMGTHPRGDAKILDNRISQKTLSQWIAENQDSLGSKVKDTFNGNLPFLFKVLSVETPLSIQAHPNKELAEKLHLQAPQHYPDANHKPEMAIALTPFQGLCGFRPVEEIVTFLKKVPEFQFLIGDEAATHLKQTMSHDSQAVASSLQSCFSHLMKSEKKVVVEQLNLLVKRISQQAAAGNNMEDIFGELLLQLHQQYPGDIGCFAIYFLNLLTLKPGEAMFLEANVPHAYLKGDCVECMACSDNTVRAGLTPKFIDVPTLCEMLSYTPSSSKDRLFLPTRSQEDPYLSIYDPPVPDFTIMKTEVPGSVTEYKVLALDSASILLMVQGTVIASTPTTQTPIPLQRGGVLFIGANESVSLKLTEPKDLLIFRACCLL
TNAP inh hiacc = human TNAP enzyme inhibitors, primary screen, biochemical, luminescent, high phosphate acceptor level, uHTS | AID 1135, 2008 | purified TNAP, CDP-star luminescence, 1 M DEA | inhibition, % at 20 µM | 0.03% of 200,000 active | Alkaline phosphatase, tissue-nonspecific isozyme (Homo sapiens), P05186;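 active = over 50% inhibition of tissue-nonspecific alkaline phosphatase at 20 µM in the single-dose screen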;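 note: plate controls were DMSO wells for no effect and EDTA-quenched wells as full inhibition for full effect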
TNAP inh noacc = human TNAP enzyme inhibitors, primary screen, biochemical, luminescent, no phosphate acceptor, uHTS. purified TNAP, CDP-star luminescence, 30 min. inhibition, % at 20 µM. 0.26% of 200,000 active. AID 1012, 2008;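 active = tissue-nonspecific alkaline phosphatase inhibition above about 50% at 20 µM in the single-dose screen, limit read from the data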;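 note: 0% = DMSO negative control and 100% = EDTA positive control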
HMGR II inh = inhibitors of E. faecalis class II HMGR, primary screen, biochemical, Enterococcus faecalis | HMG-CoA reductase (Enterococcus faecalis, mvaE) | purified E. faecalis HMGR, NADPH absorbance 340 nm kinetic | inhibition, % at 10 µM | 0.41% of 190,000 active;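 active = inhibition above a set limit, the median over all tested compounds plus 3 SD, cut at about 9.5% in these data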;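 note: enzyme runs in reverse so mevalonate oxidation gives rising NADPH absorbance; 0% = complete reaction with DMSO and 100% = background rate lacking mevalonate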
TNAP act hiacc = TNAP activators at high phosphate acceptor level, primary screen, biochemical, luminescence, uHTS | purified TNAP, CDP-star luminescence, 1 M DEA, 30 min; stronger effect = higher value; 0 = EDTA background, 1 = DMSO-only activity | activation factor at 20 µM | 200,000 tested, under 10 active;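 active = activation factor at least 2 at 20 µM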
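Control set: EDTA negative control, DMSO positive control / Assay system: human TNAP / Quantity: TNAP 1/800 final / Evaluation: TNAP activation factor scaled between EDTA and DMSO control wells / Measured by: luminescent substrate turnover signal / Compound dosing: one dose, 20 µM / Times: 30 min enzyme reaction at room temperature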
PMI act satM6P = human PMI activators, high substrate, primary screen, biochemical, fluorescence intensity, near-saturating mannose 6-phosphate | activation factor at 20 µM | coupled PMI enzyme assay, resazurin fluorescence, 20 min; stronger effect = higher value; 1 = untreated enzyme, 0 = substrate-free blank | Mannose-6-phosphate isomerase (Homo sapiens), P34949 | 0.34% of 190,000 active;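 active = activation factor of 2 or more at 20 µM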
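Test system: human phosphomannose isomerase with PGI, G6PDH, diaphorase coupling enzymes; Amount: PMI at 15 ng/mL final; Reagent: Mannose-6-phosphate 1.0 mM (near-saturating) plus 0.22 mM NADP+; Timing: 20 min, room temperature; Technique: resorufin fluorescence at Ex 544/Em 590 nm; Dosing: 20 µM single dose.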
G6PDH counter = L. mesenteroides G6PDH inhibitors, counter-screen for G6PDH-coupled screening assays, biochemical, Leuconostoc mesenteroides enzyme. glucose-6-phosphate dehydrogenase [Leuconostoc mesenteroides]. Purified L. mesenteroides G6PDH, diaphorase/resazurin coupled fluorescence, 45 min. inhibition, % at 5 µM. AID 1020, 2008. 0.12% of 200,000 active; in the data active = inhibition above about 50%
FLuc act counter = FLuc activators, initial screening, artefact control for FLuc-dependent activation tests, biochemical, ATPlite luminescence; activation factor at 10 µM; ATPlite luciferase biochemical, 10 min; 0 = ATP-free wells, 1 = DMSO control; Luciferin 4-monooxygenase (Photinus pyralis), P08659; AID 1027, 2008; 200,000 tested, under 10 active;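 active = luciferase activation factor, scaled between plate controls, of at least 2 with compound at 10 µM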
Target sequence (P08659 whole entry, looked up): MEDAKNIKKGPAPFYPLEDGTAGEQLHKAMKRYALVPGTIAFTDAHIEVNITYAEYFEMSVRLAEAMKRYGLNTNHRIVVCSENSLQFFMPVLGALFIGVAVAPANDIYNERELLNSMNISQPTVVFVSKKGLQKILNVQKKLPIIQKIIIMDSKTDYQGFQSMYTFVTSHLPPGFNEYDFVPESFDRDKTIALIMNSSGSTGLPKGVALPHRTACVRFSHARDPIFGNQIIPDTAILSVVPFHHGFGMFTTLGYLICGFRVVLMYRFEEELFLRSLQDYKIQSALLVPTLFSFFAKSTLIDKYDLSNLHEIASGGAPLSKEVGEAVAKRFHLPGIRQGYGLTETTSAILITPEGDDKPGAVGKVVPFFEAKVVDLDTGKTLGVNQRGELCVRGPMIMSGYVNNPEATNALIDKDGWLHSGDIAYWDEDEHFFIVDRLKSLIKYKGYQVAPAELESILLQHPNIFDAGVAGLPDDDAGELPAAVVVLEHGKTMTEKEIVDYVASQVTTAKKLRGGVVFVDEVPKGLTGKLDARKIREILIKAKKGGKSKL
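Assay system: Luciferase/luciferin detection reagent, cell-free biochemical luciferase assay / Read-out: luciferase activation / Benchmarks: No-ATP low control, compound-free enzyme-plus-ATP high control / Medium: PBS buffer for ATP / Detection: luminescence measurement of luciferase light output / Schedule: 10 min at ambient temperature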
Diaph act CS = compounds boosting diaphorase resazurin reduction – biochemical, uHTS, resorufin fluorescence, counter-screen for diaphorase-coupled primary assays, primary screen; Diaphorase/resazurin coupled assay, 16 min; stronger effect = higher value; 1 = vehicle wells, 0 = NADH-free wells; activation factor at 20 µM; 0.005% of 190,000 active; AID 1229, 2008;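 active = diaphorase activity raised at least twofold by the compound at 20 µM; inactive = activation factor below 2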
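Assay system: bacterial diaphorase enzyme (C. kluyveri) / Input: enzyme 0.07 U/mL final / Medium: 50 mM HEPES pH 7.4 with 4.542 mM MgCl2, 0.005% Tween 20 / Doses: single compound dose of 20 µM, 1% DMSO final / Incubation: 16 min enzyme reaction, ambient temperature / Signal: fluorescence, excitation 544 nm and emission 590 nm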
Diaph inh CS = diaphorase inhibitors and chemical oxidizers, primary screen, counter-screen for diaphorase-coupled primary assays, biochemical, uHTS, resorufin fluorescence; diaphorase resazurin-to-resorufin fluorescence, NADH, 16 min; bacterial (C. kluyveri) enzyme, not human; inhibition, % at 20 µM; 0.69% of 190,000 active; AID 1217, 2008;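 active = primary screen inhibition at 20 µM above a set limit, cut at about 50% in these data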;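 note: plate controls were DMSO with full reaction for no effect and wells lacking NADH for full effect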
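Assay system: diaphorase enzyme from Clostridium kluyveri. Quantity: enzyme working solution with 0.14 U/mL diaphorase. Schedule: reaction incubation of 16 min at room temperature. Technique: resorufin fluorescence, excitation 544 nm, emission 590 nm. Controls: No-NADH positive control and DMSO neutral control.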
An asterisk follows results filed as active; · = no result given.

SMILES	PMI activator	TNAP inh hiacc	TNAP inh noacc	HMGR II inh	TNAP act hiacc	PMI act satM6P	G6PDH counter	FLuc act counter	Diaph act CS	Diaph inh CS
CCc1cc2c(=O)[nH]c(Cc3ccc(Cl)cc3)nc2s1	1	-10	-14	-3	1.1	1	-6	1.1	1	3
CCCCN1C(=O)C(O)(CC(=O)c2ccccc2OC)c2ccccc21 (configuration not stated)	1	1	1	-5	1	1.1	12	1.1	1	4
CN(c1ccc(OCC(=O)NC2CCCC2)cc1)S(=O)(=O)c1cccs1	1	-4	-20	-4	1	1	3	1.1	0.9	12
O=S(=O)(Nc1nc2ccccc2nc1Cl)c1ccccc1	1	3	-8	-8	1	1.1	8	1	0.9	7
Cc1ccc(O)c(NC(=O)C2CC(c3ccc(F)cc3)=NO2)c1 (configuration not stated)	1	-3	-8	-3	1	1	2	1	1.1	-6
CS(=O)(=O)N(CC(=O)NCCSCc1cccc(Cl)c1)c1ccc2c(c1)OCO2	0.8	-1	2	-1	1	0.8	-3	1	0.8	21
COc1ccccc1OCC(=O)Nc1nonc1NC(=O)COc1ccccc1OC	1.1	-1	-5	-3	1	1	-1	1	0.9	9
Cc1ccc2nc(-c3ccccc3)nc(SC(C)C(=O)NCc3cccs3)c2c1 (configuration not stated)	1	-3	-13	0	1	0.9	-14	1	1	4
O=C(c1ccc(CSc2ccccc2)cc1)N1CCCCCC1	1	-4	-4	2	1	1	2	1	0.9	11
O=c1[nH]cnc2c1sc(=S)n2-c1ccccc1	0.5	0	-11	2	1	0.9	-15	1	0.7	30
COc1ccccc1OCC(=O)Nc1cccc(C(=O)N2CCOCC2)c1	0.8	-3	-8	0	1	0.9	12	1	0.9	13
NC(=O)CCCC1=NS(=O)(=O)c2ccccc2N1	1	-4	-16	2	1	1.1	2	1.1	0.9	8
Cc1cccc(-n2ccnc2SCC(=O)N2CCCc3ccccc32)c1C	0.9	-1	-29	-3	1	1	11	1.1	0.9	10
O=C(c1cc(-c2cccs2)on1)N1CCN(C(c2ccccc2)c2ccccc2)CC1	0.9	3	0	-2	1	0.9	-8	1	0.9	13
O=C1c2ccccc2C(=O)N1CCCOCc1c[nH]c(=O)[nH]c1=O	1	-3	-13	1	1	1	0	1.1	0.8	15
CN1CCN(c2ccc(-c3ccnn3C(=O)Nc3ccccc3)cc2)CC1	1	-6	-8	4	1.1	1	12	0.7	1.1	-7
Cc1ccc(NC(=O)Nc2ccc(F)cc2F)c(OC(F)F)c1	1.1	-7	-16	-5	1.1	1.1	8	1	1.1	-6
CCC(C)n1cnc2c(c1=O)c1nc3ccccc3nc1n2-c1ccc2c(c1)OCCO2 (configuration not stated)	1	-8	-11	-3	1.1	1	0	1.1	0.9	11
COc1ccc(/C=N/Nc2ccc(C(=O)O)cc2)cc1Br	1.8	-3	-10	1	1	2.5*	8	0.8	1.1	-6
Cc1ccc(Cl)cc1-c1ccc(C=Nc2ccc(N3CCOCC3)cc2)o1	0.6	0	-1	-2	1	0.5	10	1	0.7	27
COc1ccc2c(c1)C(=O)N(c1ccc(C)cc1)C(=O)C2	1	-7	-19	0	1.1	1	4	1.1	0.9	10
CN(C)S(=O)(=O)c1ccc(Cl)c(NC(=O)c2ccncc2)c1	1	1	7	1	1	1	18	1.1	0.9	7
COc1ccc(Cl)cc1NC(=S)Nc1cccc(C)c1	1	0	-7	-2	1	1	6	1	1	-2
Cc1ccc(Cl)cc1N1CCN(S(=O)(=O)N2CCCCC2)CC1	0.9	0	-11	0	1	0.8	3	1	0.9	15
Cc1nn(Cc2ccc(Cl)cc2Cl)c(C)c1NC(=O)C1C2CCC(O2)C1C(=O)O (configuration not stated)	1.1	-2	-2	-4	1	1.2	5	1.1	1	2
C=CCNc1nc(Cl)nc(Nc2ccc(OC)cc2)n1	0.9	4	-2	1	1	0.8	7	1	0.9	10
CC(CC(=O)N1CCc2ccccc21)c1ccccc1 (configuration not stated)	1	-2	-11	-6	1	1	-1	1	0.9	12
Cc1[nH]c2ccccc2c1N=Nc1ccccc1F	0.8	9	-2	1	0.9	0.8	-1	1.1	0.8	23
O=C(CSC1=Nc2ccccc2C2=NC(Cc3c[nH]c4ccccc34)C(=O)N12)NC1CCCCC1 (configuration not stated)	0.8	-4	-6	3	1	0.9	9	1.1	0.7	33
Cn1c(SCC(=O)c2cccs2)nnc1-c1ccco1	1.2	-5	-16	-9	1	1.3	0	1	0.9	12
Nc1nc(-c2ccc3c(c2)NC(=O)CO3)cs1	0.9	1	-2	-1	1	1	8	1	0.9	11
COc1ccc(C(=O)NC(=S)N2CCOCC2)cc1OC	0.9	-1	-3	-4	1	0.9	1	1	0.9	10
COC(=O)c1nc2n(n1)C(c1cccc(Cl)c1)C1=C(CCCC1=O)N2 (configuration not stated)	1.1	-9	-20	1	1.1	1	-4	1.1	0.9	14
CCOC(=O)C(C)n1cnc2c(nnn2Cc2ccc(Cl)cc2)c1=O (configuration not stated)	1.1	-4	-19	-4	1	1	1	1	0.9	8
Cc1ccc(C2C(C#N)=C(N)Oc3n[nH]c(-c4ccccc4)c32)o1 (configuration not stated)	0.9	10	0	-4	0.9	0.9	7	1	0.8	16
COc1cccc(C(=O)Nc2ccc(NC(=O)C(C)C)nc2)c1	1	0	-5	-4	1	0.9	4	1	0.8	15
COc1ccccc1CNC(=O)COC(=O)Cc1c(Cl)cccc1Cl	0.9	4	-6	1	1	1	-5	1	0.9	7
O=C(CN(Cc1ccc2c(c1)OCO2)C(=O)c1cnsn1)NC1CCCC1	1.1	-3	-3	0	1	1	6	1.1	0.9	6
Cc1nc(S/C(=C/c2ccc(-c3ccc(Cl)cc3)o2)C(=O)O)n[nH]1	1	8	-117	-7	0.9	1	4	1	0.9	7
CCOC(=O)CC1C(=O)NCCN1Cc1ccc(OC)c(OC)c1 (configuration not stated)	1	-8	-1	-7	1.1	1	24	1	0.8	23

Some of the entries so far, as a markdown table.
| Compound | PMI activator | TNAP inh hiacc | TNAP inh noacc | HMGR II inh | TNAP act hiacc | PMI act satM6P | G6PDH counter | FLuc act counter | Diaph act CS | Diaph inh CS |
| --- | --- | --- | --- | --- | --- | --- | --- | --- | --- | --- |
| Cc1nc(S/C(=C/c2ccc(-c3ccc(Cl)cc3)o2)C(=O)O)n[nH]1 | 1 | 8 | -117 | -7 | 0.9 | 1 | 4 | 1 | 0.9 | 7 |
| COc1cccc(C(=O)Nc2ccc(NC(=O)C(C)C)nc2)c1 | 1 | 0 | -5 | -4 | 1 | 0.9 | 4 | 1 | 0.8 | 15 |
| COc1ccccc1CNC(=O)COC(=O)Cc1c(Cl)cccc1Cl | 0.9 | 4 | -6 | 1 | 1 | 1 | -5 | 1 | 0.9 | 7 |

Structures listed above printed as active in PMI act satM6P.
Molecule | PMI activator | TNAP inh hiacc | TNAP inh noacc | HMGR II inh | TNAP act hiacc | PMI act satM6P
COc1ccc(/C=N/Nc2ccc(C(=O)O)cc2)cc1Br | 1.8 | -3 | -10 | 1 | 1 | 2.5*

The list continues.
SMILES	PMI activator	TNAP inh hiacc	TNAP inh noacc	HMGR II inh	TNAP act hiacc	PMI act satM6P	G6PDH counter	FLuc act counter	Diaph act CS	Diaph inh CS
CC/C(=N\NC(=O)c1ccc(CN(C)S(=O)(=O)c2ccc(C)cc2)cc1)c1ccc(OC(F)F)cc1	0.9	3	-31	0	1	1	3	1.1	0.9	8
O=C(CSC1=NC(=O)C(Cc2ccccc2)C(=O)N1)Nc1ncc(Br)cc1Br (configuration not stated)	1.1	-5	-9	0	1	1.1	5	1	1.1	-11
CC1CCCC(C)N1C(=O)COC(=O)c1ccc2c(c1)OCO2 (configuration not stated)	1	-4	-9	-1	1	0.9	5	1	0.8	20
CCOC(=O)c1cnc2cc(C)ccn2c1=O	1.1	-3	-1	0	1	1	7	1.1	1	5
O=c1[nH]ncc(N2CCCCC2)c1Cl	1	-6	-10	-1	1.1	0.9	-2	1	0.8	16
O=C(NCC(c1cccs1)N1CCOCC1)c1cc(-c2ccc(F)cc2)nc2ccccc12 (configuration not stated)	0.9	1	-7	-2	1	0.9	4	1	0.8	15
Cc1ccc(SC(C)C(=O)NCC(C)C)cc1 (configuration not stated)	0.9	0	2	-1	1	1	4	1.1	0.9	9
Cc1ccc(S(=O)(=O)N(C)c2c(C)ccc(S(=O)(=O)Nc3ccncc3)c2C)cc1	1	2	-10	5	1	1.1	16	1.1	0.9	11
O=C(NCCc1cccs1)C1CC(c2ccccc2[N+](=O)[O-])=NO1 (configuration not stated)	1.1	-1	3	-2	1	1	9	1.1	1	4
CCOC(=O)Cc1cc(=O)[nH]c(Nc2nc3ccccc3o2)n1	0.8	-7	11	2	1.1	0.8	-1	0.7	0.8	19
O=C(CSc1nnc(COc2ccc(Br)cc2)o1)N1CCOCC1	·	-4	-7	-4	1	·	8	1	·	·
O=C1C2CCCN2C(=O)N1CCCCN1CCN(c2ccccc2)CC1 (configuration not stated)	1.2	-3	-9	-3	1	1.2	8	1	0.9	5
Cn1c(Cc2csc(N)n2)nnc1SC/C=C/c1ccccc1	1	-1	-6	2	1	1	8	1	0.9	6
CCc1cccc(CC)c1NC(=O)COC(=O)/C(C#N)=C/c1ccc(OC)cc1	1.1	1	11	4	1	0.9	4	1	0.9	6
Cc1ccc(NC(=O)CCc2c(C)nc3ncnn3c2C)nc1	1.1	-8	-3	0	1.1	1.1	10	1.1	0.9	5
COc1cccc(/C=N/NC(=O)c2nc(-c3ccccc3)cc(-c3ccccc3)n2)c1	1	4	2	3	1	1	8	1	0.9	7
COCCNS(=O)(=O)c1ccc(SC)cc1	0.9	-3	-6	0	1	1	-8	1.1	1	4
